Compound activity deposited in PubChem by several laboratories.
NOD1 NF-kB reporter: inhibition of NOD1-driven NF-kB reporter – cell-based, luminescence, uHTS, primary screen (AID 1578); hit rate 1% among 290,000; inhibition, % at 4 µM; hits with a dose series show EC50 in µM; NOD1-driven NF-kB luciferase reporter cells, luminescence; higher % means a stronger effect; in the data active means inhibition mostly above about 36%, no sharp cut-off; inactive means mostly below about 34%;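 further: HEK-293T reporter cells stimulated with the NOD1 agonist gamma-tri-DAP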
KOR beta-arrestin-1: kappa opioid receptor activators – cell-based, luminescence, uHTS, primary screen (AID 1777). hit rate 0.02% among 280,000. KOR beta-arrestin recruitment, luminescence; higher % means a stronger effect. activation, % at 10 µM, or EC50 in µM where a hit was titrated; in the data active means activation above about 50%, passing the limit was not always enough; further: a part of the inactive calls stands beside numbers as strong as those of hits
West Nile antiviral: inhibition of WNV-induced cytopathic effect – cell-based, CPE readout (AID 1621); West Nile virus-infected cells, CPE inhibition; higher % means a stronger effect; CPE inhibition, % at 10 µM; hits with a dose series show IC50 in µM; hit rate 0.02% among 290,000; in the data active means a potency from the dose series; further: strong numbers were not always called active
Dengue-2 NS5 capping: flavivirus cap methylation enzyme inhibition – biochemical, confirmation dose response, primary screen (AID 588689); Dengue-2 NS5 methyltransferase capping enzyme assay, biochemical; higher % means a stronger effect; one-dose inhibition, % at 25 µM; IC50 in µM for titrated hits; hit rate 0.3% among 340,000; in the data active means a potency from the dose series
GPR55 LPI antagonism: inhibition of LPI-stimulated GPR55 beta-arrestin translocation – imaging, U2OS, beta-arrestin-GFP, LPI agonist, primary screen (AID 2013). U2OS GPR55 beta-arrestin-GFP translocation imaging, LPI antagonism; higher % means a stronger effect. hit rate 0.13% among 290,000. one-dose inhibition, % at 10 µM; IC50 in µM for titrated hits;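 active means spots per cell inhibited over 60%, with over 100 cells counted and total cytoplasm intensity under 500,000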;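 further: U2OS cells stably carrying GPR55 and arrestin-GFP stimulated by 5 µM LPI near EC80; imaged beta-arrestin-GFP aggregate spots per cell after agonist stimulation; plate controls were LPI-stimulated DMSO wells for no effect and DMSO wells without LPI for full effect; some results filed as inactive read as strong as hits; confirmed hits need IC50 under 10 µM and bright autofluorescent wells are also inconclusive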
GPR35 antagonists: inhibition of zaprinast-stimulated GPR35 beta-arrestin translocation – imaging, U2OS, beta-arrestin-GFP, zaprinast agonist, primary screen (AID 2058); U2OS GPR35 beta-arrestin-GFP translocation imaging, zaprinast antagonism; higher % means a stronger effect; inhibition, % at 10 µM, or IC50 in µM where a hit was titrated; hit rate 0.052% among 290,000;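 active means inhibition of at least 50% with at least 30 cells and total cytoplasm GFP at most 10,000,000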
GPR55 activation: selective activators of receptor GPR55 – imaging, U2OS cells, beta-arrestin-GFP redistribution, primary screen (AID 1961); U2OS GPR55 beta-arrestin-GFP redistribution imaging; higher % means a stronger effect; activation, % at 10 µM; hits with a dose series show EC50 in µM; hit rate 0.048% among 290,000;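 active means activation above 40% with more than 50 cells counted in the well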;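 further: U2OS osteosarcoma cells stably expressing GPR55 and beta-arrestin-GFP; plate controls were DMSO negative control for no effect and LPI positive control for full effect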
KOR beta-arrestin-2: kappa opioid receptor blockers – cell-based, luminescence, uHTS (AID 1778) | KOR beta-arrestin recruitment, luminescence, antagonist mode; higher % means a stronger effect | inhibition, % at 10 µM; hits with a dose series show IC50 in µM | hit rate 0.091% among 290,000; in the data active means inhibition above about 50%; further: strong numbers were not always called active
HIV fusion peptide: inhibitors of HIV fusion peptide binding, primary screen, biochemical, uHTS, fluorescence dequenching (AID 1986) | cell-free peptide binding, fluorescence dequenching, 30 min; higher % means a stronger effect | inhibition, % at 20 µM, or IC50 in µM where a hit was titrated | hit rate 0.3% among 290,000; in the data active means inhibition mostly above about 52%, no sharp cut-off; inactive means mostly below about 76%; further: some results filed as inactive read as strong as hits
Dengue-2 NS5 capping pilot replicate: second read-out of Dengue-2 NS5 capping, no call of its own (marks repeat the call); inhibition, %; measured here: pilot screen replicate inhibition
An asterisk follows results filed as active; / = no result given; & = joins results of further samples; [ ] = remark or other dose. The list is partial (hit frequency here may not be typical).

SMILES | NOD1 NF-kB reporter | KOR beta-arrestin-1 | West Nile antiviral | Dengue-2 NS5 capping | GPR55 LPI antagonism | GPR35 antagonists | GPR55 activation | KOR beta-arrestin-2 | HIV fusion peptide | others
O=C(c1cc(-c2ccccc2Cl)on1)N1CCCC1 | -34.5% | 0.8% | -1.1% | 1.5% | -7.0% | 9.0% | 0.0% | -24.8% | -0.5%
C=CCn1c(SCC(=O)NCc2ccco2)nc2sc3c(c2c1=O)CCCC3 | 13.7% | -3.8% | 0.0% | -5.5% | -22.8% | 10.5% | -0.1% | 6.7% | -1.3%
COc1ccc(C(=O)CSc2nnnn2C)c(OC)c1 | -29.1% | / | 0.0% | 0.7% | 7.9% | 16.4% | -0.1% | 4.5%[20 µM] | -1.3%
CC1=NN(C(=O)c2csc(C(C)C)c2)C(O)(C(F)(F)F)C1 (stereo unspecified) | -25.6% | -6.7% | -0.5% | -4.5% | -0.5% | -1.1% | 0.9% | 36.9% | -1.3%
Cc1c(C#N)c2ccccc2n1CC(=O)NCC1CCCO1 (stereo unspecified) | -7.0% | 2.1% | 0.4% | -0.7% | -1.4% | 2.5% | -0.1% | 4.6% | -0.9%
CCCCn1c(SCn2nnc3ccccc3c2=O)nc2cc(C(=O)OC)ccc2c1=O | 0.8% | 28.7% | / | / | 7.7% | -1.4% | 0.2% | 30.6% | 0.7%
COCCn1c(=O)c2ccccc2c2ccccc2c1=O | 12.1% | 0.1% | 0.2% | -8.9% | -1.0% | 2.4% | -0.1% | -53.2%[20 µM] | -0.2%
O=C(NCCCCNC(=O)c1ccccn1)c1ccccn1 | -13.5% | -1.3% | 0.0% | -7.0% | 10.4% | -0.7% | -0.1% | 13.1% | 0.7%
O=C(NCc1ccco1)c1ccccc1-c1ccccc1 | -24.4% | -7.8% | 0.2% | 0.0% | 3.1% | 5.1% | -0.1% | 2.6% | 0.3% | Dengue-2 NS5 capping pilot replicate=-3.9
CC(C)CCOc1ccc(C(=O)N2CCCC2C(=O)O)cc1 (stereo unspecified) | -22.8% | -2.9% | 0.5% | / | -8.3% | 2.5% | 0.3% | -16.0% | 0.0%
NC(=S)Nc1cc2ccccc2c2ccccc12 | 23.9% | -0.1% | 2.7% | 1.4% | -5.1% | 20.1% | 0.5% | -38.8% | -2.7%
O=C(NCc1ccco1)C1CC(c2ccc(F)cc2)=NO1 (stereo unspecified) | -0.8% | 2.9% | 0.1% | 2.3% | -1.4% | -8.5% | -0.1% | -6.7% | -0.3%
O=C1C2C(c3ccccc3)C=CC(c3ccccc3)C2C(=O)N1CCO (stereo unspecified) | 1.5% | 16.0% | 0.2% | -10.5% | 4.1% | 14.0% | -0.2% | 16.5% | -1.3%
COc1cc(CN2CCC(C(=O)NC3CCCC3)CC2)ccc1O | -13.4% | -3.6% | 0.2% | -1.3% | 8.4% | -0.2% | -0.1% | 20.0% | 2.7%
COc1ccc(OC)c(NC(=O)CNC(=O)Cn2cnc3sc(C)cc3c2=O)c1 | -3.5% | 6.0% | -0.1% | -11.4% | -6.8% | -16.5% | -0.1% | 6.9% | -1.8%
NC(=O)CC(NC(=O)c1ccccc1)c1ccc(NC2CCC2)c([N+](=O)[O-])c1 (stereo unspecified) | -1.8% | -0.1% | -0.3% | -6.4% | 1.0% | 4.3% | 0.6% | 35.4% | -3.5%
O=C(Nc1cccnc1Cl)c1cc(-c2ccc(O)cc2)on1 | -35.5% | 4.0% | -0.6% | -7.3% | 7.3% | 10.3% | -0.2% | -73.6% | -0.2%
Cc1cc(C)nc(/N=C(\N)Nc2ccccc2-c2ccccc2)n1 | -22.3% | 2.7% | -2.0% | -10.2% | 3.9% | 0.2% | 0.3% | -1.6% | 0.9%
CCc1ccc(C2CC(c3ccccc3)n3ncnc3N2)cc1 (stereo unspecified) | -1.1% | -2.7% | -0.2% | -1.4% | -8.0% | 5.8% | -0.1% | -24.8% | 1.9%
Cc1ccc(SCCNC(=O)c2ccc(C)c(S(=O)(=O)Nc3cccc(C)c3)c2)cc1 | / | 1.4% | -0.9% | 1.4% | 25.4% | 21.7% | -0.1% | 2.5% | -3.7%
O=C(COc1ccccc1Cl)Nc1ccccc1C(=O)N1CCOCC1 | -45.2% | 1.6% | 0.1% | -4.7% | 6.7% | 1.6% | 0.2% | -21.9% | 0.8%
Cc1ccc(C)c(OCc2ccc(C(=O)NN)o2)c1 | 6.3% | 1.6% | -0.9% | -3.9% | -1.7% | -4.4% | -0.1% | -11.8% | -1.5%
CCOC(=O)N1CCC(NC(=O)C2CCN(S(=O)(=O)c3ccc4c(c3)oc(=O)n4C)CC2)CC1 | -12.7% | -0.9% | 2.3% | -6.4% | -4.8% | 4.0% | 0.5% | 14.4% | 1.4%
O=C(Nc1nccs1)c1ccc2ccccc2n1 | -43.7% | 2.2% | -0.4% | -4.9% | 3.4% | 10.4% | 0.0% | -10.6% | -1.2%
C/C(=N/OC(=O)c1ccccc1Br)c1ccc(C)cc1 | -0.9% | -4.6% | 0.8% | -1.9% | 0.8% | 6.9% | 0.3% | -0.4% | 0.3%

The closing 2 entries of the section above lead into the next:
SMILES | NOD1 NF-kB reporter | KOR beta-arrestin-1 | West Nile antiviral | Dengue-2 NS5 capping | GPR55 LPI antagonism | GPR35 antagonists | GPR55 activation | KOR beta-arrestin-2 | HIV fusion peptide | others
O=C(Nc1nccs1)c1ccc2ccccc2n1 | -43.7% | 2.2% | -0.4% | -4.9% | 3.4% | 10.4% | 0.0% | -10.6% | -1.2%
C/C(=N/OC(=O)c1ccccc1Br)c1ccc(C)cc1 | -0.9% | -4.6% | 0.8% | -1.9% | 0.8% | 6.9% | 0.3% | -0.4% | 0.3%
CCc1cc(=O)oc2cc(OCC(=O)NCCCn3ccnc3)ccc12 | -32.4% | -0.2% | -0.3% | 11.9% | -2.1% | 5.6% | -0.1% | -53.8% | 2.3%
Cn1c(SCc2ccccc2)nnc1-c1ccncc1 | -8.8% | -6.9% | 0.7% | -2.0% | 7.0% | -1.3% | -0.2% | -5.9% | 1.3%
COc1ccc2cc(S(=O)(=O)N3CCCC(C)C3)ccc2c1 (stereo unspecified) | 22.4% | 3.8% | 0.2% | -1.7% | -2.1% | -2.5% | 0.0% | -41.2% | 2.3%
CCn1c(N2CCN(CC(=O)c3ccc(OC)cc3)CC2)nc2ccccc21 | -21.8% | 2.0% | 0.0% | 2.5% | 9.9% | 13.6% | -0.1% | -18.6% | 0.6%
O=C(c1c(F)cccc1F)N1CCN(CCOc2ccccc2)CC1 | 6.5% | -5.0% | -0.4% | -5.9% | 6.7% | 11.6% | -0.1% | 0.7% | -0.1%
Cc1ccc(-c2ccc(CCC(=O)O)n2NC(N)=S)cc1 | -4.0% | 0.3% | -0.2% | 10.8% | -7.5% | 8.6% | 0.3% | 31.6% | 2.8%
CCN(CC)CCn1cnc2c([nH]c3cccc(OC)c32)c1=O | -22.1% | -4.9% | -0.1% | 2.2% | 1.0% | -17.1% | -0.2% | 14.6% | -2.8%
O=C(OCC1CC(c2ccccc2)=NO1)c1ccc(Br)cc1 (stereo unspecified) | -10.0% | 30.6% | -0.3% | -5.5% | 11.4% | 1.8% | 0.0% | 4.9% | -3.0%
CC(C)(C)c1ccc(S(=O)(=O)N2CCN(CCC#N)CC2)cc1 | -14.5% | 0.6% | -0.7% | -5.1% | 3.4% | 0.1% | 0.8% | 18.6% | -0.6%
Cc1cccc(N/N=C2/COC(C)(C)CC2=O)c1 | -76.6% | 2.1% | -1.6% | / | -0.8% | -6.4% | -0.3% | 9.0% | -1.5%
CCOc1cc(CNCCO)c(Cl)cc1OCC(=O)NCCc1ccccc1 | -7.7% | 4.0% | -0.5% | -4.8% | -1.9% | -0.6% | -0.1% | -43.0% | -1.7%
COc1cc(C2(O)CCCCC2C)cc(OC)c1OC (stereo unspecified) | -19.0% | 3.1% | -0.5% | 3.8% | 4.7% | -4.6% | -0.1% | -53.3% | -0.5%
OC1(c2cccnc2)CCN(Cc2nnnn2Cc2ccccc2)CC1 | -25.1% | -0.8% | / | -1.5% | 0.5% | -1.6% | -0.3% | -15.6% | 1.6%
CCCCc1cc(=O)oc2cc(OC3CCCCC3=O)ccc12 (stereo unspecified) | 3.1% | 2.3% | -2.1% | 0.3% | 0.7% | 0.5% | -0.1% | 0.8% | 2.6%
CC(=O)OC[C@H]1O[C@H](CCO/N=C(\C)CCN2CCCc3nc(C)c(C)cc32)C=C[C@@H]1OC(C)=O | -31.1% | -0.3% | -0.1% | / | -5.5% | 12.8% | -0.3% | 18.0% | 21.7%
Cc1ccc(S(=O)(=O)N(C)C)cc1NC(=O)c1ccc2ccccc2n1 | -1.1% | 3.1% | -0.7% | -6.4% | 15.6% | 12.8% | 0.5% | / | 1.6%
Cc1cc(C(=O)Nc2cccc3ccccc23)n(-c2ccccc2)n1 | 23.4% | 11.5% | 0.5% | -5.4% | 48.7% | -0.4% | -0.3% | -42.2% | 1.3%
Cc1cc(=O)oc2cc(OCCSc3nnc(-c4ccccc4)o3)ccc12 | -11.7% | -0.9% | -1.3% | -7.0% | 4.8% | 2.4% | 0.2% | -17.4% | -0.4%
COc1cccc(CSc2nc3ccncc3[nH]2)c1 | -9.4% | 6.1% | -0.7% | -3.2% | 11.6% | 14.9% | -0.1% | / | -1.6%
COc1ccc(C(CC(=O)Nc2cc([N+](=O)[O-])ccc2OC)c2ccccc2)cc1 (stereo unspecified) | -2.3% | -3.4% | -0.9% | -6.5% | -6.4% | -18.0% | 0.5% | 19.9% | -2.2%
O=C(Nc1ccc(N2CCCCC2)c(Cl)c1)c1ccc(N2CCOCC2)c([N+](=O)[O-])c1 | 37.1% | 13.6% | 1.7% | 1.4% | 4.6% | -13.5% | 0.0% | -39.3% | -0.2%
Cc1cccc(OCCCOc2cccc3cccnc23)c1C | -0.6% | 5.0% | -0.5% | -5.5% | 3.3% | 8.7% | -0.1% | -25.3% | -0.3%
CC(C)(O)C#CC#CCN1CCOCC1 | -23.0% | -6.4% | -0.2% | -1.3% | 30.4% | -2.4% | 0.0% | 21.6% | 1.5%
Cc1ccc(C(=O)Nc2cccc(C(F)(F)F)c2)cc1NC(=O)c1nccnc1N | 0.7% | 12.0% | -0.3% | -2.3%&-0.8% | 7.7% | -18.4% | -0.1% | -137.2% | 3.0%
Cc1ccc2c(C)c(C(=O)NCC(C)(C)N3CCOCC3)oc2c1C | -10.6% | 2.1% | 0.0% | -9.2% | 12.2% | 5.7% | -0.2% | -23.2% | 0.9%

Quoted at random: 2 records from the list
SMILES | NOD1 NF-kB reporter | KOR beta-arrestin-1 | West Nile antiviral | Dengue-2 NS5 capping | GPR55 LPI antagonism | GPR35 antagonists | GPR55 activation | KOR beta-arrestin-2 | HIV fusion peptide | others
Cc1ccc(C(=O)Nc2cccc(C(F)(F)F)c2)cc1NC(=O)c1nccnc1N | 0.7% | 12.0% | -0.3% | -2.3%&-0.8% | 7.7% | -18.4% | -0.1% | -137.2% | 3.0%
O=C(OCC1CC(c2ccccc2)=NO1)c1ccc(Br)cc1 (stereo unspecified) | -10.0% | 30.6% | -0.3% | -5.5% | 11.4% | 1.8% | 0.0% | 4.9% | -3.0%
